JMJD2C inh – inhibitors of human GASC-1 (JMJD2C) demethylase; Q9H3R0; GST-JMJD2C(1-420) H3K9me3 demethylation, DELFIA europium; inhibition, % at 2.35 µM; hit rate 0.069% among 330,000; AID 2099;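 active means more than half of a compound's replicate wells show inhibition beyond 50%, single wells judged on their own value; inconclusive means some, but no more than half, of replicates pass 50% inhibition; inactive means no replicate passes 50% inhibition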;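 further: signal counts dimethyl H3K9 product captured on neutravidin plate; 0% = median of DMSO wells and 100% = 0.3 times that DMSO median; strong numbers were not always called active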
Target sequence (Q9H3R0 1-420 limits assumed): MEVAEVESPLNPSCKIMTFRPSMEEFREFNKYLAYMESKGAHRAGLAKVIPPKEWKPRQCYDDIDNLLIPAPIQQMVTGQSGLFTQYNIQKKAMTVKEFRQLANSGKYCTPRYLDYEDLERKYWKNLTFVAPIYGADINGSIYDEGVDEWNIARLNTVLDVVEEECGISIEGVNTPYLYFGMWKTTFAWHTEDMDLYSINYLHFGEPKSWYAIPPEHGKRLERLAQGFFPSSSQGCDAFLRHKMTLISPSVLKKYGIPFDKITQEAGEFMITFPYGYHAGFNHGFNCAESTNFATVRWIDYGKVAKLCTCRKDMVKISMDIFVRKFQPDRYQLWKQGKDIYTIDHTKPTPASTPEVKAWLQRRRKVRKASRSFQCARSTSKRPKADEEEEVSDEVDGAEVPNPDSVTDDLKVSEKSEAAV
PP1 counter – PP1-alpha (human) inhibition in PP5 counter-screen; P62136; purified PP1alpha, OMFP fluorescence; AID 2235; inhibition, % at 6.7 µM; hit rate 0.9% among 320,000;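 active means inhibition above the mean inhibition of all tested compounds plus 3 SD, computed separately for each screening campaign, cut at about 15% in these data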
Target sequence (P62136 whole entry, looked up): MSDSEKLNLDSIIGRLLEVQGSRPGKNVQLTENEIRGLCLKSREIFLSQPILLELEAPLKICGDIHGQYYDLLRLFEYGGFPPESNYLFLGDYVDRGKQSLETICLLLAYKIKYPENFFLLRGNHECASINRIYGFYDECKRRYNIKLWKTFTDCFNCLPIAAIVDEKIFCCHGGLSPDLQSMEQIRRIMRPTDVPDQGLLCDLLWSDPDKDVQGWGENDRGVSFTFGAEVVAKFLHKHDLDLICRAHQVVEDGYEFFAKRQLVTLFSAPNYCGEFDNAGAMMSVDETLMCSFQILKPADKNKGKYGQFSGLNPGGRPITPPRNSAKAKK
TPT1 inh – inhibitors of Candida albicans tRNA 2'-phosphotransferase TPT1; recombinant caTPT1, FP RNA substrate dephosphorylation; inhibition, % at 5 µM; hit rate 0.81% among 300,000; AID 1962;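 active means inhibition above the mean of all tested compounds plus 3 SD, set per screening campaign, cut at about 24% in these data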;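 further: plate controls were DMSO alone for no effect and ferristatin control at 100 nM for full effect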
CR mimetic SO – caloric restriction mimetics inhibiting age-related superoxide in yeast; superoxide response (% of plate mean), % at 10 µM; S. cerevisiae aged cells, superoxide DHE fluorescence; hits give low values; hit rate 0.18% among 330,000;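 active means superoxide response under a set limit, about three screen SD below normal, cut at about 65% in these data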;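 further: yeast aged for seven days with compound at 30 °C before DHE staining; 100% = average MFI of all compound-treated wells on the plate with controls excluded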
PP5 inh – blocks human protein phosphatase 5 activity. P53041. purified PP5c, OMFP substrate fluorescence. inhibition, % at 6.7 µM. hit rate 0.18% among 320,000;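 active means inhibition above the campaign's mean inhibition across all tested compounds plus 3 SD, cut at about 9.5% in these data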;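 further: 0% = DMSO only and 100% = 100 µM cantharidin control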
core dimer inh – HCV core protein dimerization inhibition | TR-FRET GST/Flag-core106 dimerization, 1536-well | inhibition, % at 5 µM | hit rate 0.33% among 300,000 | AID 1899;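 active means inhibition above the mean of all tested compounds plus 3 SD, set per screening campaign, cut at about 45% in these data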
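Material: GST/Flag-tagged HCV core106 proteins. Incubation: 4 h, 22.5 °C incubation. Read-out basis: inhibition (%) from 671 over 617 nm ratio. Measured by: TR-FRET, excitation 340 nm, emission 617 and 671 nm.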
Fh CTSL1 inh – cathepsin L1 inhibition, PFM18AAP counter-screen. recombinant F. hepatica cathepsin L1, Z-Leu-Arg-MCA fluorescence. inhibition, % at 5.96 µM. hit rate 0.49% among 300,000. AID 1906;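 active means inhibition above the mean of all tested compounds plus 3 SD, set per screening campaign, cut at about 17% in these data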;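 further: 0% = plate median of test compound wells and 100% = 1 µM Z-Phe-Ala-diazomethylketone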
EBNA-1 inh – blocks EBNA-1 binding to DNA | EBNA-1 DNA binding, fluorescence polarization | inhibition, % at 14.8 µM | hit rate 0.34% among 300,000 | AID 1950; in the data active means inhibition above about 28%
ZTA DNA inh – ZTA (EBV) inhibition in EBNA-1 counter-screen; inhibition, % at 11 µM; AID 2234; ZTA-DNA binding, fluorescence polarization; P03206; hit rate 0.15% among 320,000; in the data active means inhibition above about 33%
Target sequence (P03206 whole entry, looked up): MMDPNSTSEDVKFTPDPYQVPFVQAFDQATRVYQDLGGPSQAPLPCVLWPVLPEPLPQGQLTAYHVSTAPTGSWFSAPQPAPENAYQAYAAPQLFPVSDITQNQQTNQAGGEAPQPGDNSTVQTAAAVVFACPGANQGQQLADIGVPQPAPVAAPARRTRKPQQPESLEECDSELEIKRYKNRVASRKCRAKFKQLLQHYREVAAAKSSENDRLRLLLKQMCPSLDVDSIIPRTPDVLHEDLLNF
Starred values were filed as active, the others as inactive; ? = inconclusive; / = no result given.

SMILES | JMJD2C inh | PP1 counter | TPT1 inh | CR mimetic SO | PP5 inh | core dimer inh | Fh CTSL1 inh | EBNA-1 inh | ZTA DNA inh
CC(C)Cc1cc(CN2CCCC(CO)(Cc3cccc(Cl)c3)C2)[nH]n1 (configuration not stated) | -3 | -6 | 2 | 90 | 0.8 | -4 | 2 | -9 | -13
COc1ccc(OCCCC(=O)Nc2cc(S(=O)(=O)N3CCCCC3)ccc2OC)cc1 | 7 | 2 | / | 86 | 2.3 | / | / | / | -5
O=C(NC1CCCCC1)C(c1ccncc1)N(C(=O)c1ccco1)c1ccc(F)cc1 (configuration not stated) | 0 | -4 | -6 | 100 | 2.0 | 7 | -2 | 1 | -10
O=C(NCN1CCN(c2ccccn2)CC1)c1cnccn1 | 17 | -1 | 1 | 102 | 6.3 | -3 | -1 | -17 | -21
Cc1ccc(C)c(N2CCN(S(=O)(=O)c3ccc4c(c3)oc(=O)n4C)CC2)c1 | ? | -2 | 4 | 103 | 3.5 | 10 | -1 | -4 | 6
CCOc1cc(S(=O)(=O)NCc2ccccc2)ccc1F | 5 | 3 | -2 | 96 | -1.6 | 2 | 0 | 3 | 4
Cc1ccc(-n2c(=O)cc(N3CCC(C)CC3)[nH]c2=O)cc1 | 6 | -12 | -2 | 96 | 0.4 | 4 | -3 | -3 | -2
CC(C)=CC(=O)OCC(=O)Nc1nc(C)c(Cl)cc1Cl | -24 | -1 | -5 | 97 | 0.1 | -2 | -21 | 12 | 15
O=C(CCCOc1ccccc1)Nc1ncccn1 | 4 | -7 | 2 | 119 | -3.4 | 3 | -1 | 8 | -6
O=C(CNc1cccc(Cl)c1)c1ccc(Cl)cc1 | 2 | 1 | 1 | 113 | 3.7 | -4 | 6 | -3 | 1
CC1CCCC(C)N1C(=O)COC(=O)c1n[nH]c(=O)c2ccccc12 (configuration not stated) | 8 | -6 | / | 97 | -1.3 | / | / | / | -4
OCCC1CN(C2CCSCC2)CCN1C1CCCC1 (configuration not stated) | 2 | -3 | 0 | 98 | -2.0 | -2 | 0 | -5 | 3

The list goes on; it opens with the 2 that closed the last part.
SMILES | JMJD2C inh | PP1 counter | TPT1 inh | CR mimetic SO | PP5 inh | core dimer inh | Fh CTSL1 inh | EBNA-1 inh | ZTA DNA inh
CC1CCCC(C)N1C(=O)COC(=O)c1n[nH]c(=O)c2ccccc12 (configuration not stated) | 8 | -6 | / | 97 | -1.3 | / | / | / | -4
OCCC1CN(C2CCSCC2)CCN1C1CCCC1 (configuration not stated) | 2 | -3 | 0 | 98 | -2.0 | -2 | 0 | -5 | 3
CC(=O)c1ccc(NC(=O)CC23CC4CC(C2)CC(n2nnc(C)n2)(C4)C3)cc1 | 2 | -2 | -2 | 94 | -1.5 | -1 | -4 | 10 | 9
Cc1ccc(NC(=O)CSc2nc3sc(C)cc3c(=O)n2C)cc1 | 0 | 0 | -1 | 84 | 0.9 | 4 | -2 | -7 | 14
Cc1ccc(OCCn2cc(/C=N/NC(=O)c3ccncc3)c3ccccc32)cc1 | 2 | 8 | 1 | 125 | 9.9* | 4 | 1 | 1 | -2
COc1ccc(NC(=O)c2ccc(CN(c3cc(Cl)ccc3C)S(=O)(=O)c3ccccc3)cc2)cc1OC | 2 | -3 | -2 | 101 | 0.6 | 20 | 3 | 11 | 3
O=C1COc2ccc(C(=O)NCc3ccc4c(c3)OCO4)cc2N1 | -5 | -4 | 2 | 64* | 1.8 | -1 | -2 | -2 | -4
N#Cc1nnn(-c2ccc(Cl)cc2)c1N | -11 | -2 | 5 | 99 | -0.8 | -3 | 0 | -10 | 13
COC(=O)c1cn(NC(=O)c2ccc3c(c2)OCO3)c(=O)c2ccccc12 | -1 | 4 | -4 | 98 | 0.3 | 3 | -2 | 2 | -15
CCn1c(N2CCN(C(=S)Nc3ccc(OC)cc3)CC2)nc2ccccc21 | -5 | -1 | -2 | 110 | -0.7 | -1 | 3 | 0 | -2
COc1cc(OC)cc(C(=O)Nc2cccc(-c3ccc4nncn4n3)c2)c1 | 10 | -5 | 1 | 113 | -1.6 | 0 | -2 | 5 | 4
CCCSc1nc2ccccc2n1CC(=O)O | 0 | -3 | 1 | 93 | 0.6 | -6 | 0 | 4 | -2
Cc1ccc(N2CCN(C(=O)c3nn(C)c4c3CS(=O)(=O)c3ccccc3-4)CC2C)cc1 (configuration not stated) | -10 | 0 | -4 | 113 | 3.5 | -1 | -1 | -5 | -14
O=C(Cc1n[nH]c(=O)c2ccccc12)NCc1ccc(Cl)cc1 | -1 | -2 | -2 | 101 | -1.6 | -12 | -4 | -16 | 10
CCCn1c(SCC(=O)Nc2nnc(C)s2)nnc1C1CC1 | -5 | -1 | 0 | 96 | 1.0 | -20 | 9 | -6 | -16
O=C1OCCC1Sc1nc2ccccc2c(=O)n1-c1ccc(F)cc1 (configuration not stated) | -1 | -7 | -1 | 112 | -3.3 | 0 | 0 | 8 | 16
COc1ccc2nc3ccccc3nc2c1N | -18 | 1 | 0 | 49* | 7.5 | -44 | -7 | -1 | -7
CCC(=O)N1c2ccc(S(=O)(=O)N3CCN(c4ccccc4Cl)CC3)cc2CC1C (configuration not stated) | 1 | 2 | 0 | 111 | -1.2 | 15 | -2 | -4 | -2
CC(=O)n1cc([C@H]2C=C(C(=O)N3CCN(Cc4ccccc4)CC3)O[C@@H](OCCCCO)C2)c2ccccc21 | -4 | -4 | 0 | 97 | 4.1 | 8 | 0 | 1 | -13
O=C(NCc1cccc(Cl)c1)c1ccc2c(c1)OCCO2 | -20 | -2 | 2 | 109 | 5.1 | 6 | -4 | -7 | -6
Cc1cccc(N2N=C(C(=O)N3CC(=O)Nc4ccccc43)CCC2=O)c1 | 106 | -5 | 0 | 111 | 1.8 | 16 | -1 | 10 | 8
COCC1CCCCN1C(=O)C1CCN(c2nc(-c3ccccc3)nc3c2CCC3)CC1 (configuration not stated) | -12 | -2 | -1 | 83 | 1.1 | 5 | -1 | -4 | -10
Cc1nc2sc(C(=O)c3ccccc3)c(N)c2c2c1CCCC2 | 8 | 1 | -1 | 94 | 2.1 | 0 | 3 | 11 | -4
COc1ccc(-n2nc(C(=O)NCC(=O)NCC3CCCO3)c3ccccc3c2=O)cc1 (configuration not stated) | 39 | 2 | 1 | 90 | 0.5 | -4 | 3 | 9 | -4
O=S1(=O)CCO[C@H]2Cc3ccccc3[C@H]2N1Cc1ccccc1Br | -2 | 1 | 2 | 101 | 4.4 | -4 | 2 | 21 | 5
O=C(CSc1nnc(-c2ccc3c(c2)OCO3)n1-c1ccccc1)c1ccc(Cl)cc1 | -1 | -4 | 1 | 90 | -2.3 | 21 | 0 | 13 | 6
CCOC(=O)c1nnn(CC(=O)NC(=O)Nc2ccc(F)cc2)c1C(=O)OCC | 5 | -4 | 6 | 105 | -2.2 | -2 | 0 | -5 | 4
COc1ccc(CNc2ncc(-c3ccc(Cl)cc3)n2C)c(OC)c1OC | 22 | 3 | -3 | 102 | 4.6 | -7 | -3 | -2 | -6
NNC(=O)CCN(Cc1ccco1)S(=O)(=O)c1ccc(Cl)cc1 | 1 | 1 | -4 | 87 | -1.9 | 4 | 0 | 1 | -3
Cc1ccc(F)cc1NC(=O)N1CCN(C2c3ccccc3-c3ccccc32)CC1 | 1 | 1 | 0 | 99 | 4.5 | -1 | -3 | 1 | -13
COc1cccc(/C=N/NC(=O)CNC(=O)/C=C\c2ccccc2)c1O | 20 | -3 | 0 | 84 | 3.0 | 2 | -1 | -5 | -12
CN(C)S(=O)(=O)N1CCc2ccc(NC(=O)c3ccc(C(F)(F)F)cc3)cc2C1 | -16 | -3 | 1 | 104 | 2.3 | -2 | 7 | -1 | 10
CCOC(=O)Cc1c(C)nc2c(-c3ccc(Cl)cc3)c(C)[nH]n2c1=O | 2 | 0 | 1 | 109 | 3.5 | -5 | 1 | 2 | 5
Cc1ccc(S(=O)(=O)Nc2cccc(N(C)S(C)(=O)=O)c2)cc1[N+](=O)[O-] | -12 | -5 | 0 | 104 | -3.0 | -4 | 0 | -2 | -10
COc1cc(NC(=O)CN2C(=O)CSc3ccc(S(=O)(=O)N4CCCC4)cc32)cc(OC)c1 | 2 | 0 | -1 | 72 | -1.2 | 10 | 1 | 10 | -1
Cc1cc(C)c(C)c(S(=O)(=O)NCC(=O)N2CCCC2)c1C | -5 | 0 | -1 | 91 | -1.5 | -1 | -1 | 2 | -1
Cc1nnc2sc(-c3cccc(NC(=O)c4cccnc4)c3)nn12 | 2 | -2 | 2 | 83 | 1.4 | 2 | 4 | 5 | 11
Cn1c(=O)c2c(nc(SCc3cccnc3)n2Cc2ccccc2)n(C)c1=O | -4 | -6 | 0 | 113 | -2.6 | 10 | 5 | 9 | 10
CCOC(=O)c1ccc(NC(C)=O)c([N+](=O)[O-])c1 | 5 | -1 | -3 | 103 | -0.3 | -6 | 4 | -2 | -3
CSCCC(NC(=O)c1ccc(Cl)cc1)C(=O)OCC(C)=O (configuration not stated) | -7 | 0 | 0 | 85 | -4.2 | -1 | 11 | -2 | -11
O=S(=O)(c1ccc(Cl)nc1)N1CCCCC1 | 0 | -2 | -2 | 86 | 1.0 | -4 | -1 | 7 | -1
Cc1ccc(/C=C/C(=O)c2ccccc(=O)c2O)cc1C | 12 | 14 | 4 | 101 | 0.7 | 11 | -5 | 13 | 12
S=C(NCc1cccnc1)Nc1cc(Cl)cc(Cl)c1 | 2 | -2 | 0 | 97 | -0.5 | -4 | 4 | -12 | 11
CCCNC(=O)c1ccc2snnc2c1 | 2 | -3 | -5 | 98 | 0.0 | -10 | -2 | 0 | 4
Cc1cccc2cc(C3CC(c4cccs4)=NN3C(=O)CCC(=O)O)c(Cl)nc12 (configuration not stated) | -11 | 1 | 4 | 90 | -2.4 | 13 | 5 | 2 | 0
Cc1csc2nc(CNC(=O)c3cccc(C(F)(F)F)c3)cn12 | -1 | -4 | -1 | 95 | -0.1 | -1 | -1 | 1 | 14
O=C(NC1CCN(S(=O)(=O)c2cccc(Cl)c2)CC1)C1CCCCC1 | -4 | 1 | -2 | 98 | -0.3 | -1 | 1 | -5 | -6
CC1(CCc2ccccc2)NC(=O)N(Cc2cc([N+](=O)[O-])cc3c2OCOC3)C1=O (configuration not stated) | 2 | 1 | -1 | 129 | 1.4 | 4 | 1 | -1 | 13
Cc1ccc(S(=O)(=O)N(CC(=O)N/N=C/c2ccco2)c2cc(Cl)cc(Cl)c2)cc1 | -2 | 6 | 2 | 101 | 2.5 | 25 | -1 | -1 | -6
CC(Sc1nc2ccccc2s1)C(=O)c1c(N)n(C)c(=O)n(C)c1=O (configuration not stated) | -10 | -1 | 0 | 89 | -1.9 | 3 | -23 | -6 | 7

3 compounds from above, sorted by the number in EBNA-1 inh, rising.
structure | EBNA-1 inh
O=C(NC1CCN(S(=O)(=O)c2cccc(Cl)c2)CC1)C1CCCCC1 | -5
CCCNC(=O)c1ccc2snnc2c1 | 0
Cc1ccc(/C=C/C(=O)c2ccccc(=O)c2O)cc1C | 13

Next compounds
SMILES | JMJD2C inh | PP1 counter | TPT1 inh | CR mimetic SO | PP5 inh | core dimer inh | Fh CTSL1 inh | EBNA-1 inh | ZTA DNA inh
N/C(=N\OC(=O)COc1ccccc1)c1ccc(Cl)cc1 | 0 | -1 | -3 | 100 | 2.7 | 6 | -21 | 5 | 10
CCOC(=O)N1CCN(C(=O)c2cc3c(=O)[nH]c4ccccc4c3s2)CC1 | -17 | -3 | -7 | 107 | 2.0 | 3 | 0 | -14 | -18
CCNC(=S)NNC(=O)c1cccs1 | 11 | -8 | 4 | 105 | -1.0 | -6 | -4 | -24 | 11
O=C(CNC(=O)c1cc(=O)[nH]c2ccccc12)Nc1ccc(F)c(F)c1 | 8 | 2 | 1 | 98 | -1.9 | 2 | -4 | -11 | -2
